# High-throughput results (PubChem BioAssay)
# TbMetRS inhib: T. brucei MetRS inhibitors, primary screen, biochemical, luminescence | methionyl-tRNA synthetase (Trypanosoma brucei brucei) | AID 624268, 2012 | hit rate 0.4% among 360,000 | inhibition, % at 11.9 µM | purified T. brucei MetRS, ATP depletion, Kinase-Glo luminescence;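 active means inhibition above a per-plate cutoff of the control wells' mean inhibition plus 3 SD, cut at about 5.5% in these data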;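 further: 0% = DMSO wells median and 100% = median of wells with control inhibitor compound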
#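 Material – parasite MetRS enzyme · Medium – HEPES-MgCl2-KCl buffer plus DTT, spermine, BSA, pyrophosphatase · Reagent – ATP, methionine and E. coli bulk tRNA substrates · Times – 15 min enzyme-compound preincubation, 2 h reaction, 10 min detection, 25 °C · Measured by – luminescence of leftover ATP · Evaluation – percent inhibition relative to median high and low control wells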
# eLon inh: inhibitors of E. coli Lon protease, primary screen, biochemical, fluorescence polarization | P0A9M0 | purified E. coli Lon protease | inhibition, % at 7.94 µM | hit rate 0.42% among 360,000 | AID 602123, 2011; in the data active means inhibition above about 13%, passing the limit was not always enough;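 further: 0% = enzyme with probe and DMSO and 100% = no enzyme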
# Target sequence (P0A9M0 whole entry, looked up): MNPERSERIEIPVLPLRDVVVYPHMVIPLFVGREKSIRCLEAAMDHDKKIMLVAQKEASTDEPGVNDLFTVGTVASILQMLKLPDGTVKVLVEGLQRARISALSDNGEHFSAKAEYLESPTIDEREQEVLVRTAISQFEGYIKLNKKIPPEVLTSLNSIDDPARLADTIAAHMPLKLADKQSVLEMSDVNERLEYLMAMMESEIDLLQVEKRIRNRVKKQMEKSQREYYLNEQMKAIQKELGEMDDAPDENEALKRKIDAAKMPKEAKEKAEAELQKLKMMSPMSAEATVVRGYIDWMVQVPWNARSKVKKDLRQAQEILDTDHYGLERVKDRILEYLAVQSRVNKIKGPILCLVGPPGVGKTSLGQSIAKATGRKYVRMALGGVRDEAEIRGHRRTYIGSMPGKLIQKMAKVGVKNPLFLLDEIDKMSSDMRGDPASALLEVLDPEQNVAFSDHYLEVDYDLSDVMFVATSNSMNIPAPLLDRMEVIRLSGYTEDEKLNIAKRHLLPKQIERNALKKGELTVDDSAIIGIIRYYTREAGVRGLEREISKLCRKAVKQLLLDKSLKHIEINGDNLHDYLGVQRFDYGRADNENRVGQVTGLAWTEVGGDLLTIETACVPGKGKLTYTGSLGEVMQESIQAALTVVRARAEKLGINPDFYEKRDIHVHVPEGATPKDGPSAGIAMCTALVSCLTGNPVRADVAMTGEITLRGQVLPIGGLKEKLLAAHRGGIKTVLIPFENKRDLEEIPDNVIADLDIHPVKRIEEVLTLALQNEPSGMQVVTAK
# MT1-MMP act inh: blockers of MT1-MMP proenzyme processing, primary screen, HT1080 RFP-PRO-GFP cells, GFP/RFP fluorescence; Matrix metalloproteinase-14 (Homo sapiens), P50281; GFP/RFP ratio fluorescence, overnight; percent of plate control window, DMSO zero; GFP/RFP ratio change, % at 20 µM; hit rate 0.061% among 360,000; AID 651647, 2012;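 active means GFP/RFP ratio change of at least 30% with cell ATP level not reduced by more than half and red fluorescence within 50% of control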; further: strong numbers were not always called active
#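 Assay system: HT1080 RFP-PRO-GFP cells | Dosing: 20 µM single dose, 1% DMSO | Incubation: Cells overnight before dosing, compound overnight, 37 °C, 5% CO2 | Evaluation: GFP/RFP fluorescence ratio | Control set: DMSO-only wells and HT1080 RFP-L50D-GFP cell wells as references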
# MsrA inhibitor: bovine MsrA enzyme inhibitors, primary screen, biochemical, absorbance, HTS | Methionine sulfoxide reductase A (Bos taurus) | purified bovine MsrA, absorbance read-out | inhibition, % at 15.5 µM | hit rate 0.75% among 360,000; in the data active means inhibition above about 4.5%;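 further: 0% = vehicle wells with enzyme and 100% = reference inhibitor wells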
# FAS-TE inh: FAS thioesterase domain inhibitors, primary screen, biochemical, fluorescence intensity, uHTS; hit rate 0.67% among 360,000; inhibition, % at 15 µM; recombinant FAS-TE, OMFH fluorogenic substrate, fluorescence endpoint; Fatty acid synthase (Homo sapiens), P49327;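 active means compounds whose normalised, plate-corrected inhibition of enzyme fluorescence in the single-dose primary screen is 50% or more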;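 further: 0% = DMSO with enzyme and 100% = substrate without enzyme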
# CendR NRP1 mod: modulators of CendR peptide binding to NRP-1, primary screen, biochemical, fluorescence polarization, uHTS; Neuropilin-1 (Homo sapiens), O14786; FAM-RPARPAR peptide binding to NRP-1; inhibition, % at 25 µM; hit rate 0.85% among 360,000; AID 602438, 2012;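 active means inhibition or corrected inhibition above about 18%, plus a signal ratio from 0.5 to 1.5, limit read from the data, passing the limit was not always enough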; further: strong numbers were not always called active
# MsrA act: bovine MsrA enzyme activators, primary screen, biochemical, absorbance, HTS; Methionine sulfoxide reductase A (Bos taurus); purified bovine MsrA, absorbance read-out; activation, % at 10.6 µM; hit rate 0.3% among 360,000; in the data active means activation above about 7.5%;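 further: 0% = vehicle and 100% = reference activator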
# PABP1 MLLE inh: inhibitors of PABP1 MLLE–PAM2 peptide binding, primary screen, biochemical, fluorescence polarization, FITC-PAM2, GST-MLLE. inhibition, % at 20 µM. AID 588489, 2011. Polyadenylate-binding protein 1 (Homo sapiens), P11940. hit rate 0.36% among 360,000; in the data active means inhibition above about 35%, passing the limit was not always enough;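 further: plate controls were DMSO wells with GST-MLLE for no effect and wells lacking GST-MLLE protein for full effect; some results filed as inactive read as strong as hits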
# SKN-1 block: suppressors of acrylamide-induced Pgst-4::GFP reporter in worms, primary screen, SKN-1 inhibitor project, whole organism, uHTS, GFP/RFP fluorescence ratio, strain VP596; C. elegans VP596 Pgst-4::GFP/RFP ratio, 24 h; inhibition, % at 21.8 µM; hit rate 0.49% among 360,000; AID 624304, 2012;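 active means interference check ratio from 0.5 to 1.5 plus GFP to RFP signal ratio inhibition reaching or exceeding a fixed threshold, cut at about 30% in these data, passing the limit was not always enough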; further: some compounds called inactive have numbers as strong as hits
# * hit, by the source's call.
No.	SMILES	TbMetRS inhib	eLon inh	MT1-MMP act inh	MsrA inhibitor	FAS-TE inh	CendR NRP1 mod	MsrA act	PABP1 MLLE inh	SKN-1 block
1	NS(=O)(=O)c1ccc(NC(=O)CN2CCc3ccccc3C2)cc1	0.0	-1	-1	0.3	-3	2	-2	-6	2
2	Cc1ccc(C2CC(=O)c3cnc(N4CCc5ccccc5C4)nc3C2)cc1 (stereo not given)	-0.3	5	3	0.1	22	3	-2	1	8
3	Cn1c(CN2CCCC2)c(C#N)c2ccccc21	0.0	-1	1	-0.3	-7	-6	-3	14	9
4	CCc1ccc(OCC(=O)N(C)C2CCS(=O)(=O)C2)cc1 (stereo not given)	-0.5	8	-2	-0.7	4	4	-1	-13	-4
5	CC(C)c1ccc(NC(=O)CCc2ccccc2)cc1	-0.7	-4	-4	0.6	16	9	-2	-11	-3
6	O=C(CC1C(=O)NCCN1CC1CCCCC1)NCCc1ccc(F)cc1 (stereo not given)	-1.0	0	1	0.9	10	-10	-10	-8	22
7	O=C(CCc1ccc(S(=O)(=O)N2CCOCC2)cc1)N/N=C/c1cccc(O)c1	3.0	-2	5	-0.4	-10	14	5	13	-2
8	Cc1ccn2cc(-c3cccc(S(=O)(=O)N4CCCC4)c3)nc2c1	0.1	3	8	0.6	0	11	1	1	-8
9	O=C(CN1CCSC1=NCc1ccccc1)c1ccc(Cl)c(Cl)c1	61*	-2	-5	-1.2	54*	-15	-1	-15	0
10	CC1CCCCN1S(=O)(=O)c1ccc(C(=O)Nc2sccc2C(N)=O)cc1 (stereo not given)	-0.3	0	6	1.1	17	-22	-2	6	40*
11	CCCOc1ccccc1C(=O)N(Cc1ccc(C)o1)C1CCS(=O)(=O)C1 (stereo not given)	0.0	7	0	0.3	0	1	-4	7	16
12	Cc1cc2[nH]c(=O)c(=O)[nH]c2cc1S(=O)(=O)NCC(C)c1ccccc1 (stereo not given)	0.0	-10	-1	1.4	0	-19	-2	-6	0
13	CCC12C(=Nc3c(Cl)cccc31)C[C@@H]1CCN3C(=O)CCC[C@H]2[C@H]13 (stereo not given in full)	-0.3	-6	-3	1.2	-9	2	-3	2	8
14	O=C(NCCCNC(=O)c1c(F)cccc1F)c1c(F)cccc1F	-0.1	-6	-3	0.7	-5	-9	-1	-4	31
15	CCC(C)NC(=O)Cn1c(=O)sc2ccccc21 (stereo not given)	-0.3	1	3	1.0	-7	-7	-4	7	3
16	Cc1cc(S(=O)(=O)N2CCN(c3ccccn3)CC2)ccc1F	-0.6	-6	4	0.4	8	0	-2	1	4
17	CC(C)(C)NC(=O)CSc1nc(-c2ccc(F)cc2)cs1	-0.7	-1	2	1.5	5	4	-6	8	10
18	COc1cc(OC)cc(C(=O)NNC(=O)C2CSC3(C)CCC(=O)N23)c1 (stereo not given)	-0.1	-5	2	0.6	1	0	-2	2	5
19	CCCCn1c(-c2ccncc2)nc2c1c(=O)[nH]c(=O)n2CC(C)C	-0.7	0	5	-0.2	-3	21	1	-11	14
20	CC(=O)[C@@H]1[C@@H](C(=O)c2ccc(C)cc2)[C@]2(C(=O)Nc3ccccc32)[C@H]2C=Cc3cc(F)ccc3N12	-1.4	-7	-6	-0.7	9	-12	-9	-14	-5
21	COc1ccc(NC(=O)CCOc2ccccc2)c(OC)c1	-0.7	0	-8	0.1	4	13	-2	-4	7
22	C=CCn1cc(/C=N\NC(=O)c2cc3c(ccc4ccccc43)o2)c2ccccc21	-2.1	-11	5	1.3	24	-3	-5	-16	18
23	O=C(CCCN1C(=O)c2ccccc2C1=O)N1CCC(c2ccccc2)C1 (stereo not given)	-0.5	9	8	0.2	-5	-4	-2	-9	6
24	CCC(C)C(NC(=O)C(Cc1ccc(O)cc1)NC(=O)OCc1ccccc1)C(=O)OC (stereo not given)	-0.5	4	1	1.1	0	3	-1	4	7
25	N=C1S/C(=C\c2ccccc2F)C(=O)N1c1ccc(F)cc1	0.3	-1	0	-0.1	-3	-1	-1	1	-1
26	CC1CCCCC1NC(=O)c1cccc(S(=O)(=O)N2CCN(C)CC2)c1 (stereo not given)	-0.4	-7	-3	0.1	-2	1	-5	-23	-4
27	O=C1CC(c2ccc(F)c(Br)c2)C2=C(CCCC2=O)N1 (stereo not given)	-0.7	-6	3	-0.4	0	3	-4	3	-6
28	Cc1ccc(Cn2c(C(C)Nc3nc(-c4ccc(Cl)cc4)cs3)nc3cc(C(=O)NCCCO)ccc32)cc1 (stereo not given)	0.5	2	5	-0.1	3	-13	-4	-90	14
29	CC(=O)N1c2ccc(S(=O)(=O)NCc3ccccc3Cl)cc2CC1C (stereo not given)	0.0	0	0	-0.5	-2	3	-2	-1	6
30	O=C1NC(Cc2ccccc2)C(=O)N1CC(=O)N1CCCc2ccccc21 (stereo not given)	-0.1	2	-22	-0.2	-2	2	-5	7	7
31	Cc1ccc(F)c(S(=O)(=O)NC(=O)C2(C)CCN2C(=O)CCC2CCCC2)c1 (stereo not given)	0.1	-8	2	-1.1	-6	12	-3	-7	12
32	O=C(CSC1=Nc2ccccc2C2=NC(CC(=O)N3CCN(c4ccccc4)CC3)C(=O)N12)NCC1CCCO1 (stereo not given)	-0.2	-2	-9	0.9	-8	-24	-1	2	11
33	CCN(CC)CCNC1=CC(=O)OC12CCCCC2	-1.6	-4	-2	-0.3	-6	6	-10	1	1
34	CCOc1ccc(OCC)c(NC(=O)C2CCN(S(=O)(=O)c3cccnc3)CC2)c1	-0.2	1	7	-0.6	18	9	-2	15	6
35	CN(C)C(CNC(=O)/C=C/c1cccc(Cl)c1)c1ccccc1 (stereo not given)	-0.6	6	3	-0.4	7	-4	-2	-4	5
36	CCOc1ccc(NC(=O)CN(C)C(=O)c2ccncc2)cc1OCC	-0.3	0	-5	0.8	-5	5	-2	-4	7
37	CCOC(=O)NC(NC(=S)Nc1ccccc1OC)C(Cl)(Cl)Cl (stereo not given)	-1.4	-8	1	-0.1	4	1	-12	5	-10
38	O=C(O)CC1COc2ccccc2N1S(=O)(=O)c1ccc(Br)cc1 (stereo not given)	-0.1	10	3	1.7	-10	-2	1	17	17
39	CCOC(=O)N1CCN(C(=O)c2ccc3c(c2)NC(=O)C(N2CCOCC2)S3)CC1 (stereo not given)	-0.5	2	1	-0.4	-4	-15	0	-6	-1
40	COC(=O)C1C(=O)C(C(=O)c2ccc([N+](=O)[O-])cc2)C(=O)CC1(C)C (stereo not given)	-0.6	-2	-5	2.1	4	2	-2	12	1

# In a second layout: two of the compounds above
[25] N=C1S/C(=C\c2ccccc2F)C(=O)N1c1ccc(F)cc1
- TbMetRS inhib: 0.3
- eLon inh: -1
- MT1-MMP act inh: 0
- MsrA inhibitor: -0.1
- FAS-TE inh: -3
- CendR NRP1 mod: -1
- MsrA act: -1
- PABP1 MLLE inh: 1
- SKN-1 block: -1
[26] CC1CCCCC1NC(=O)c1cccc(S(=O)(=O)N2CCN(C)CC2)c1 (stereo not given)
- TbMetRS inhib: -0.4
- eLon inh: -7
- MT1-MMP act inh: -3
- MsrA inhibitor: 0.1
- FAS-TE inh: -2
- CendR NRP1 mod: 1
- MsrA act: -5
- PABP1 MLLE inh: -23
- SKN-1 block: -4

# Continuation:
No.	SMILES	TbMetRS inhib	eLon inh	MT1-MMP act inh	MsrA inhibitor	FAS-TE inh	CendR NRP1 mod	MsrA act	PABP1 MLLE inh	SKN-1 block
41	CCOC(=O)c1ccc(NC(=O)CSc2nc(NC(=O)c3ccccc3)c3c(C)c(C)oc3n2)cc1	-0.7	-1	-12	0.6	28	-12	-10	16	10
42	O=c1cc(Cl)c(-c2ccccc2)n[nH]1	-0.1	-11	1	0.2	-3	7	1	-7	-3
43	Cc1ccc(NC(=O)COC(=O)CCC(=O)c2cccs2)c(C)c1	1.4	3	-1	0.1	2	-6	-8	-13	-13
44	N#Cc1ccc(Oc2nc(Nc3ccc(F)cc3)nc(N3CCCC3)n2)cc1	-0.7	4	-12	-0.9	29	6	-6	-18	10
45	Cc1cc(C)c(NC(=O)CSc2nnc(-c3ccncc3)n2Cc2ccco2)c(C)c1	-0.3	-2	4	0.8	-3	5	-1	-1	3
46	CCCCn1c(N)c(N(CC(C)C)C(=O)C2CC(=O)N(c3ccc(C)cc3)C2)c(=O)[nH]c1=O (stereo not given)	0.1	-8	-1	1.7	-3	2	-3	3	-7
47	CC1(NC(=O)CCS(=O)(=O)c2ccc(Cl)cc2)CCS(=O)(=O)C1 (stereo not given)	-0.4	-6	2	-1.4	-6	-4	-10	4	-1
48	CCCOc1ccccc1C(=O)N(Cc1cccs1)C1CCS(=O)(=O)C1 (stereo not given)	0.1	-13	2	1.6	0	-7	-7	11	9
49	Cc1ccc(CN(Cc2ccco2)C(=S)Nc2ccccc2C)cc1	-1.1	-5	-6	-0.1	16	11	-13	-62	-3
50	NS(=O)(=O)c1cccc(NC(=O)CSc2nc3ccccc3n2-c2ccccc2)c1	-0.1	-1	-2	-0.9	16	-20	3	-111	5
51	Cc1ccccc1NC(=O)C1CCN(C2=NS(=O)(=O)c3ccccc32)CC1	-1.8	-7	-1	-0.8	2	0	-14	-6	-3
52	CCC1CCCCN1C(=O)COc1ccc2c3c(c(=O)oc2c1)CCC3 (stereo not given)	0.4	-9	-2	0.4	7	13	-3	16	17

# Of the compounds above, 8 have a Cl atom:
No.	SMILES	TbMetRS inhib	eLon inh	MT1-MMP act inh	MsrA inhibitor	FAS-TE inh	CendR NRP1 mod	MsrA act	PABP1 MLLE inh	SKN-1 block
9	O=C(CN1CCSC1=NCc1ccccc1)c1ccc(Cl)c(Cl)c1	61*	-2	-5	-1.2	54*	-15	-1	-15	0
13	CCC12C(=Nc3c(Cl)cccc31)C[C@@H]1CCN3C(=O)CCC[C@H]2[C@H]13 (stereo not given in full)	-0.3	-6	-3	1.2	-9	2	-3	2	8
28	Cc1ccc(Cn2c(C(C)Nc3nc(-c4ccc(Cl)cc4)cs3)nc3cc(C(=O)NCCCO)ccc32)cc1 (stereo not given)	0.5	2	5	-0.1	3	-13	-4	-90	14
29	CC(=O)N1c2ccc(S(=O)(=O)NCc3ccccc3Cl)cc2CC1C (stereo not given)	0.0	0	0	-0.5	-2	3	-2	-1	6
35	CN(C)C(CNC(=O)/C=C/c1cccc(Cl)c1)c1ccccc1 (stereo not given)	-0.6	6	3	-0.4	7	-4	-2	-4	5
37	CCOC(=O)NC(NC(=S)Nc1ccccc1OC)C(Cl)(Cl)Cl (stereo not given)	-1.4	-8	1	-0.1	4	1	-12	5	-10
42	O=c1cc(Cl)c(-c2ccccc2)n[nH]1	-0.1	-11	1	0.2	-3	7	1	-7	-3
47	CC1(NC(=O)CCS(=O)(=O)c2ccc(Cl)cc2)CCS(=O)(=O)C1 (stereo not given)	-0.4	-6	2	-1.4	-6	-4	-10	4	-1
